KCNK9 inh – blocks the human KCNK9 two-pore domain potassium channel | AID 488922 | Q9NPC2 | B-score at 10 µM | hit rate 1.2% among 310,000 | HEK293 KCNK9, FluxOR thallium flux fluorescence; hits give low values;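 active = ratio B-score over 3 SD below the library mean, with starting fluorescence within 5 SD of its mean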;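 note: negative B-score means less thallium flux so channel inhibition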
Dyrk1A ADPGlo – Dyrk1A (rat) kinase inhibition; Q63470; ADP-Glo luminescence, NFATc1 peptide; inhibition, % at 12.5 µM; hit rate 0.43% among 310,000; AID 504441; in the data active = inhibition above about 50%;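 note: plate controls were vehicle with enzyme for no effect and no enzyme for full effect; many of its hits are not listed in these tables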
hERG rescue – shields human hERG channel from block by proarrhythmic agents; Q12809; activation (rescue from dofetilide block), less the hit threshold, % at 10 µM; hit rate 0.51% among 310,000; CHO-hERG, FluxOR thallium flux, dofetilide IC70 present;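 active = activation above the mean of controls blocked by dofetilide plus 5 SD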;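 note: thallium influx through hERG after potassium depolarization seen as dye fluorescence rise; in these data hits start at about 4.7%; inactives centre near -7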
RGS4 act – potentiators or activators of RGS4; AID 463111; HEK293 M3R/inducible RGS4, carbachol calcium flux Fluo4; hits give low values; B-score at 10 µM; hit rate 0.92% among 310,000;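 active = B-score of the integrated calcium signal more than 4 SD below the library mean, with starting fluorescence not abnormally high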;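 note: negative B-score means reduced calcium response which marks RGS4 activation or potentiation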
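test system = HEK293 cells with stable M3R and inducible RGS4 | schedule = recording 10 s baseline at 1 Hz, 100 s post-agonist | technique = Fluo4-AM (2 µM) calcium-flux fluorescence, kinetic read | measure = Agonist-evoked peak-minus-minimum fluorescence over baseline, integrated ratio, B score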
KCNK3 block – human KCNK3 channel inhibition, primary screen; O14649; CHO-KCNK3 thallium flux, FluxOR fluorescence; hits give low values; B-score at 10 µM; hit rate 0.84% among 340,000; AID 602410;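 active = B-score under library mean minus 4 SD, starting fluorescence ratio at most library mean plus 5 SD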;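 note: more negative B-score means stronger inhibition of thallium flux through KCNK3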
GSK3beta inhib – blocks human GSK3beta kinase activity; P49841; GST-GSK3beta kinase, ADP-Glo luminescence, 60 min; hits give low values; activity score (negative = inhibition), % at 10 µM; hit rate 0.038% among 300,000; AID 2097;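 active = more than half of replicate wells score below -50%, meaning over 50% inhibition versus plate controls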;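 note: 0% = median DMSO wells and -100% = median GW8510 positive control wells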
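test system = GST-tagged human GSK3beta kinase, cell-free | reagent = 25 µM ATP with peptide substrate | dosing = one dose of 10 µM per compound | schedule = 60 min reaction, RT | detection = luminescent ADP-Glo measurement of ADP formed | control set = DMSO neutral wells and GW8510 at 20 µM as positive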
PolyA inh – yeast polyadenylation inhibition; hit rate 0.02% among 300,000; S. cerevisiae SKY197-pL101 polyadenylation reporter, beta-gal luminescence; efflux-impaired pdr1/pdr3 knockout yeast; score 100 = 6 SD above DMSO; calls only at 12 µM; AID 1875;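 active = lowest replicate activity score at least 50, where 100 means six control SD above control mean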;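 note: yeast exposed to compound for 9 h at 30 °C; higher score means more reporter readthrough which indicates perturbed polyadenylation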
KCNQ1 block – inhibitors of human KCNQ1 potassium channel; P51787; CHO-K1 KCNQ1, FluxOR thallium flux fluorescence; hits give high values; B-score at 10 µM; hit rate 1.3% among 310,000; AID 2642;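 active = compounds whose thallium flux B-score, printed positive for inhibition, exceeds three library SD while starting fluorescence stays within three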;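 note: channel opened by potassium depolarization with thallium stimulus after 20 min compound exposure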
KCNQ1 act – human KCNQ1 channel potentiation or activation. CHO-K1 KCNQ1, thallium flux FluxOR fluorescence; hits give high values. P51787. hit rate 0.35% among 310,000. AID 2648. B-score at 10 µM;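 active = fluorescence ratio B-score, a plate-corrected score, at least three library SD, with initial intensity B-score within 5 SD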
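Assay system: stable KCNQ1 CHO-K1 line; medium: assay buffer, equal DMSO in all wells; timing: 90 min dye loading and 20 min compound exposure, both at room temperature; technique: kinetic FluxOR thallium fluorescence, 10-s 1-Hz baseline, 110-s post-stimulus read; read-out basis: B score of baseline-normalized fluorescence ratio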
RGS4 block – inhibitors of human RGS4; hit rate 0.45% among 310,000; B-score at 10 µM; AID 463165; P49798; HEK293 M3R/RGS4 inducible, Fluo-4 calcium flux; hits give high values; triggered by carbachol at its EC20;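 active = B-score, a plate-corrected calcium signal, over three deviations above library mean, with baseline fluorescence within five deviations of library mean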;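 note: RGS4 expression induced by doxycycline in cells with stable M3 receptor; B-score is computed from the integrated fluorescence ratio over baseline after carbachol; higher B-score means a larger calcium signal and so more RGS4 inhibition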
Target sequence (P49798 whole entry, looked up): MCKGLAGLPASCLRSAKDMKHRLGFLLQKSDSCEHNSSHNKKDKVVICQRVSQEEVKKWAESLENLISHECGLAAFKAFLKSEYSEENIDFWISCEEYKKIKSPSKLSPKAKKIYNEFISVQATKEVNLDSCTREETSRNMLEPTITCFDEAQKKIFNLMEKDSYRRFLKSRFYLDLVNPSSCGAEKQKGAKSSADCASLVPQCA
GSK3A inh – human GSK-3 alpha kinase inhibition. P49840. ADP-Glo luminescence, 60 min. hit rate 0.1% among 320,000. AID 2650. inhibition, % at 10 µM;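 in the data active = inhibition above about 50%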;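 note: GST-tagged GSK-3 alpha with peptide substrate and 25 µM ATP; 0% = DMSO neutral wells and 100% = GW8510 positive control wells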
Target sequence (P49840 whole entry, looked up): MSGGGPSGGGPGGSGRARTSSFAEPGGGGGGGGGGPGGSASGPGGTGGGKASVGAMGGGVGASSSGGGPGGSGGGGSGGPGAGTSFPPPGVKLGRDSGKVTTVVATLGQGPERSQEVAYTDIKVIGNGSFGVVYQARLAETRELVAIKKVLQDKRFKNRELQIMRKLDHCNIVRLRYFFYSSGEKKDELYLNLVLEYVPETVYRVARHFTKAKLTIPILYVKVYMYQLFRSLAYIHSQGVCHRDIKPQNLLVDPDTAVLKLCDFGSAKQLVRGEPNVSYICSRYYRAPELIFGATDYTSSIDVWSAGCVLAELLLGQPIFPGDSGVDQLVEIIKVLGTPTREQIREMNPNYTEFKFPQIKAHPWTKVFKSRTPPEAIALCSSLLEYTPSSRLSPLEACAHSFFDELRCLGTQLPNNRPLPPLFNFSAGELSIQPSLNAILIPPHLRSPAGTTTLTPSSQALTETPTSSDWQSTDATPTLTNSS
Active calls of the source: *; i = inactive; · = no result given. An excerpt (hit frequency here may not be typical).

Each structure is followed by: RGS4 block, KCNQ1 act, PolyA inh, Dyrk1A ADPGlo, GSK3A inh, KCNQ1 block, KCNK9 inh, hERG rescue, GSK3beta inhib, RGS4 act, KCNK3 block
1. CSCC[C@H](NC(=O)N1CCn2c1nc1ccccc12)C(=O)NCc1ccc(F)cc1
 : i, i, i, 1, 2, i, i, -6, -1, i, i
2. COc1ccc(NC(=O)CNS(=O)(=O)c2ccccc2)cc1Cl
 : i, i, i, -3, -1, i, i, -7, -3, i, i
3. O=C(N/C(=C/c1cccnc1)C(=O)N1CCCCCC1)c1cccc(Br)c1
 : i, i, i, -5, 0, i, i, -7, -8, i, i
4. O=C(Nc1ccc([N+](=O)[O-])cc1)N1CCN(C(=O)C2CCCO2)CC1 (stereo not given)
 : i, i, i, 0, -1, i, i, -11, -3, i, i
5. CC(=O)Nc1ccc(S(=O)(=O)NC2CC2)cc1
 : i, i, i, ·, -1, i, i, -4, 1, i, i
6. CC(C)N1C(=S)N(Cc2ccco2)C(=O)C1CC(=O)Nc1ccccc1 (stereo not given)
 : i, i, i, -7, -6, i, i, -15, 6, i, i
7. CCOC(=O)c1c(S(=O)(=O)NCC2CCN(CCc3cccs3)CC2)c(C)n(C)c1C
 : i, i, i, -1, 0, i, i, -3, 2, i, i
8. CCO[C@H]1OC(C(=O)N2CCN(Cc3ccc4c(c3)OCO4)CC2)=C[C@@H](c2csc3ccccc23)[C@@H]1CCCO
 : i, i, i, 7, ·, i, i, -8, 0, i, i
9. O=C(OCc1cncs1)c1cccs1
 : i, i, i, 2, -2, i, i, -15, 1, i, i
10. CC1(C)CC2(CCO1)C(Nc1ccccc1)=NC(=S)N2CC(N)=O (stereo not given)
 : i, i, i, 2, -1, i, i, 0, 3, i, i

3 neighbouring compounds out of the list so far, quoted:
Each structure is followed by: RGS4 block, KCNQ1 act, PolyA inh, Dyrk1A ADPGlo, GSK3A inh, KCNQ1 block, KCNK9 inh, hERG rescue, GSK3beta inhib, RGS4 act, KCNK3 block
8. CCO[C@H]1OC(C(=O)N2CCN(Cc3ccc4c(c3)OCO4)CC2)=C[C@@H](c2csc3ccccc23)[C@@H]1CCCO
 : i, i, i, 7, ·, i, i, -8, 0, i, i
9. O=C(OCc1cncs1)c1cccs1
 : i, i, i, 2, -2, i, i, -15, 1, i, i
10. CC1(C)CC2(CCO1)C(Nc1ccccc1)=NC(=S)N2CC(N)=O (stereo not given)
 : i, i, i, 2, -1, i, i, 0, 3, i, i

The results go on.
Each structure is followed by: RGS4 block, KCNQ1 act, PolyA inh, Dyrk1A ADPGlo, GSK3A inh, KCNQ1 block, KCNK9 inh, hERG rescue, GSK3beta inhib, RGS4 act, KCNK3 block
11. Cc1ccc(C(O)(CCN2CCCCC2)c2ccccc2)cc1 (stereo not given)
 : i, i, i, -3, -2, i, i, -9, 2, -7.6*, i
12. CC(C)(C)C(=O)Nc1sc2c(c1C(=O)Nc1ccccn1)CCCC2
 : i, i, i, -3, 0, i, i, -10, 0, i, i
13. CCCC(=O)NC(=S)Nc1ccc(NC(=O)c2cccs2)cc1
 : i, i, i, 1, -2, i, i, -6, 2, i, i
14. O=C(CSc1nc(=O)n(CCCN2CCOCC2)c2c1CCCC2)Nc1ccc(F)cc1F
 : i, i, i, 5, 0, i, i, -10, 2, i, i
15. COc1ccc(-c2cc(=O)oc3cc(OCC(=O)NCC(O)c4ccccc4)ccc23)cc1 (stereo not given)
 : i, i, i, 2, -3, i, i, -7, 0, i, i
16. O=C(CSc1nnc(-c2ccc(O)cc2)o1)Nc1cccc(O)c1
 : i, i, i, 7, -1, i, i, -4, -7, i, i
17. CCC(=O)c1ccc(OCCSc2ncccn2)cc1
 : i, i, i, 10, 1, i, i, 0, 1, i, i
18. Cc1ccc(N2C(=O)Nc3ccc(Br)cc3C2(O)C(=O)NCCN(C)C)cc1C (stereo not given)
 : i, i, i, -1, 0, i, i, -5, -5, i, i
19. CN(C(=O)CSc1nnc(-c2ccccc2)o1)c1c(N)n(Cc2ccccc2)c(=O)[nH]c1=O
 : i, i, i, -5, -3, i, i, -14, -3, i, i
20. CCOc1ccc(/C=C/C(O)=C2/C(=O)NC3(C)CC2c2ccccc2O3)cc1OC (stereo not given)
 : i, i, i, 5, -7, i, i, -2, -2, i, i

Given as labelled records: entries from further up
[5] CC(=O)Nc1ccc(S(=O)(=O)NC2CC2)cc1
- RGS4 block: i
- KCNQ1 act: i
- PolyA inh: i
- Dyrk1A ADPGlo: ·
- GSK3A inh: -1
- KCNQ1 block: i
- KCNK9 inh: i
- hERG rescue: -4
- GSK3beta inhib: 1
- RGS4 act: i
- KCNK3 block: i

[6] CC(C)N1C(=S)N(Cc2ccco2)C(=O)C1CC(=O)Nc1ccccc1 (stereo not given)
- RGS4 block: i
- KCNQ1 act: i
- PolyA inh: i
- Dyrk1A ADPGlo: -7
- GSK3A inh: -6
- KCNQ1 block: i
- KCNK9 inh: i
- hERG rescue: -15
- GSK3beta inhib: 6
- RGS4 act: i
- KCNK3 block: i

(further entries)
Each structure is followed by: RGS4 block, KCNQ1 act, PolyA inh, Dyrk1A ADPGlo, GSK3A inh, KCNQ1 block, KCNK9 inh, hERG rescue, GSK3beta inhib, RGS4 act, KCNK3 block
21. CSC1=NCCN1C(=O)COc1ccccc1
 : i, i, i, -3, -1, i, i, -3, 0, i, i
22. O=C(N/N=C/c1ccccn1)c1ccc(NC(=O)c2ccc(F)cc2)cc1
 : i, i, i, -1, -2, i, i, -11, ·, i, i
23. CN(CCCN1CCOCC1)C(=O)c1cc(COc2cccc(C(F)(F)F)c2)on1
 : i, i, i, -6, -3, i, i, -7, -2, i, i
24. c1ccc(-c2nnc(-c3ccccc3)o2)cc1
 : i, i, i, 4, ·, i, i, -8, 3, i, i
25. O=C(NCCc1nccs1)C1CCC(=O)N(Cc2cccc(C(F)(F)F)c2)C1 (stereo not given)
 : i, i, i, 6, -1, i, i, -2, 3, i, i
26. COC(=O)CCCCCN1C(=O)NC(c2ccccc2)C(C(=O)OCc2ccccc2)=C1C (stereo not given)
 : i, i, i, 9, -1, i, i, -5, 2, i, i
27. Fc1ccccc1CSc1ncn[nH]1
 : i, i, i, 4, -2, i, i, -10, 2, i, i
28. Cc1cc(C(=O)Oc2ccccc2C(=O)O)c(C)o1
 : i, i, i, 0, 0, i, i, -3, 4, i, i
29. O=C(O)c1ccnc(Cl)c1
 : i, i, i, 2, 2, i, i, -8, 0, i, i
30. O=C(C[n+]1ccccc1)Nc1cc(C(F)(F)F)ccc1Cl
 : i, i, i, -5, ·, i, i, -9, -1, i, i
31. CCn1cc(C(=O)NCc2ccc(C)o2)c2cc(OC)c(OC)cc2c1=O
 : i, i, i, -4, -4, i, i, -9, 28, i, i
32. CCc1c(C)c2ccc(OC3CCCCC3=O)cc2oc1=O (stereo not given)
 : i, i, i, 7, -1, i, i, -3, -4, i, i
33. COC(=O)c1cc(CNC(=O)c2ccc(O)c(Cl)c2)ccc1OC
 : i, i, ·, -4, -3, i, i, -10, 1, i, i
34. CN(c1ccc(C(=O)N2CCOCC2)cc1[N+](=O)[O-])C1CCCCC1
 : i, i, i, 3, 1, i, i, -13, 2, i, i
35. O=[N+]([O-])c1ccccc1NCc1c(O)ccc2ccccc12
 : i, i, i, 7, -1, i, i, -7, -2, i, i
36. CCCC(=O)N1CCN(c2ccc(NC(=O)c3ccco3)cc2)CC1
 : i, i, i, 1, -1, i, i, -4, 2, i, i
37. Nc1cc(=O)[nH]c(SCC(=O)N2CCN(S(=O)(=O)c3ccc4ccccc4c3)CC2)n1
 : i, i, i, 0, 2, i, i, -5, -1, i, i
38. O=C(OCc1cccc([N+](=O)[O-])c1)c1cc2ccccc2oc1=O
 : i, i, i, 7, ·, i, i, -3, -2, i, i
39. CC1CC(C)CN(CC(=O)N2CCc3[nH]c4ccccc4c3C2)C1 (stereo not given)
 : i, i, i, 4, 0, i, i, -13, -2, i, i
40. COc1ccc(N(C)C(=O)Cc2c(C(=O)O)n(C)c3ccccc23)c(OC)c1
 : i, i, i, -3, 2, i, i, -5, -1, i, i
41. COc1ccc(C)cc1NC(=O)c1cnc2n(c1=O)CCS2
 : i, i, i, 6, 0, i, i, -13, 0, i, i
42. Cc1cc(-c2n[nH]c(=S)n2/N=C/c2sccc2C)n[nH]1
 : i, i, i, 13, 3, i, i, -7, -8, i, i
43. Cc1cccc(NC(=O)CCS(=O)(=O)c2ccc(Br)cc2)c1
 : i, i, i, -1, -1, i, i, -5, 3, i, i
44. O=[N+]([O-])c1nn(-c2ccc3c(c2)OCCO3)n(O)c1=Nc1ccc(Cl)cc1
 : i, i, i, -2, -1, i, i, -3, 0, i, i
45. CN(C)CCCN(Cc1cc2cc3c(cc2[nH]c1=O)OCO3)C(=S)NCc1ccco1
 : i, i, i, -18, 2, i, i, -4, -3, i, i
46. CC(C)(C)CC(C)(C)c1ccc(O)c(CN2CCN(CCC#N)CC2)c1
 : i, i, i, -5, ·, i, i, -13, 0, i, i
47. COC(=O)c1ccccc1NC(=O)Nc1cccnc1
 : i, i, i, -5, -1, i, i, -5, 1, i, i
48. CCOc1ccc(CNS(=O)(=O)c2cc(CN3C(=O)c4cccnc4C3=O)ccc2OC)cc1
 : i, i, i, 5, -2, i, i, -7, 2, i, i
49. COc1cc(/C=C(/C(=O)c2cccs2)c2nc3ccccc3[nH]2)ccc1O
 : 9.2*, i, i, 8, -3, i, i, -19, 3, i, i
